From PubChem
Furin inh: blocks human furin protease activity. P09958. purified furin, fluorogenic substrate cleavage. inhibition, % at 30 µM. hit rate 0.061% among 220,000. AID 463115; in the data active = inhibition above about 25%; note: inactives centre near -15
PERK inhibitor: blocks human PERK kinase; CHO PERK-DD fusion, SEAP luminescence translation reporter; hit rate 0.17% among 220,000; inhibition, % at 5.6 µM; Q9NZJ5;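 active = inhibition above the mean inhibition of all tested compounds plus 3 SD, set separately per screening campaign, cut at about 2.9% in these data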;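 note: PERK kinase domain activated by AP20187 dimerizer at 100 nM; 0% = DMSO with dimerizer and 100% = rapamycin at 8.4 µM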
Thrombin inh: thrombin (human) inhibition; alpha-thrombin, Boc-VPR-AMC fluorogenic substrate cleavage; AID 1046; inhibition, % at 5 µM; P00734; hit rate 0.26% among 220,000;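 active = inhibition at or above 40%; inactive = inhibition below 40%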;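 note: 0% = enzyme with no compound and 100% = wells without enzyme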
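Material: human alpha-thrombin protein; Also added: Boc-VPR-AMC substrate, 15 µM final; Timing: enzyme reaction carried out at room temperature; Signal: fluorescence, ex 355 nm, em 460 nm; Measure: % inhibition of thrombin; Controls: enzyme without compound as high, wells lacking enzyme as low.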
Calpain2 inh: inhibitors of pig calpain II. inhibition, % at 16 µM. purified calpain II, fluorogenic peptide substrate, 30 min. hit rate 0.37% among 220,000;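 active = inhibition above about 50%, limit read from the data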
FXIa inh: blocks human coagulation factor XIa protease activity; AID 798; hit rate 0.14% among 220,000; P03951; purified FXIa, Boc-Glu-Ala-Arg-AMC fluorogenic substrate; inhibition, % at 5 µM;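 active = inhibition of at least 40%; inactive = inhibition below 40%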;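 note: fluorescence of freed AMC excited at 355 nm; 0% = enzyme without compound and 100% = no enzyme blank; many of its hits are not listed in these tables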
Cl transport mod: KCC2 (human) Cl- transport modulation; Q9H2X9; KCC2 cells, thallium flux FluoZin-2 fluorescence; B-score of Tl+ flux slope (higher = more flux/activation; lower = inhibition) at 10 µM; hit rate 2.2% among 190,000; AID 1456;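 active = thallium flux slope and its plate-corrected score both differing from the plate sample mean at a set confidence after two filtering rounds, in either direction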;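 note: slope of fluorescence scaled to starting intensity during 10 to 20 s after thallium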
Rad51 HR inh: Rad51 (human) homologous recombination inhibition; hRad51 DNA strand exchange, fluorescence dequenching; inhibition, % at 10 µM; Q06609; hit rate 0.085% among 200,000;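 active = inhibition above 40% at the single screening dose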;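 note: 0% = DMSO control wells and 100% = blanks with heterologous ssDNA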
Target sequence (Q06609 whole entry, looked up): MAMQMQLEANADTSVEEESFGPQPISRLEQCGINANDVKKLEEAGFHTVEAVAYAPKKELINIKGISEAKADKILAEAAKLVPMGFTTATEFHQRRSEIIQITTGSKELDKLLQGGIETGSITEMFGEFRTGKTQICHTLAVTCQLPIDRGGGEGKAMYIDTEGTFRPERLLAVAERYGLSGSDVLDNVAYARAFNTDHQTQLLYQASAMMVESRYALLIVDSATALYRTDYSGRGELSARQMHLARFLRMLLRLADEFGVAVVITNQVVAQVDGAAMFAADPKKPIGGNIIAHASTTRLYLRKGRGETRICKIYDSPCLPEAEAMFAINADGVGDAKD
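Assay system: Human Rad51 nucleoprotein filaments preassembled on unlabelled ssDNA | Reagent: Donor/quencher-labelled 47-bp dsDNA substrate | Doses: One concentration, 10 µM final | Times: 37 °C 15-min filament assembly, 30-min compound preincubation, 15-min exchange | Technique: Fluorescein emission 520 nm, excitation 485 nm | Benchmarks: Plate control and blank wells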
KLK5 inh: kallikrein 5 (human) inhibition; inhibition, % at 5 µM; recombinant hK5, fluorogenic AMC substrate cleavage; Q9Y337; hit rate 0.59% among 210,000;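 active = inhibition of 40% or more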;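 note: 0% = enzyme controls without compound and 100% = no-enzyme blanks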
FXIIa inh: blocks human coagulation factor XIIa protease activity; P00748; AID 800; inhibition, % at 5 µM; hit rate 0.3% among 220,000; purified FXIIa, Boc-QGR-AMC fluorogenic substrate, 2 h; in the data active = inhibition above about 40%;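 note: 0% = enzyme with no compound and 100% = blank without enzyme; many of its hits are not listed in these tables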
Target sequence (P00748 20-372 limits assumed): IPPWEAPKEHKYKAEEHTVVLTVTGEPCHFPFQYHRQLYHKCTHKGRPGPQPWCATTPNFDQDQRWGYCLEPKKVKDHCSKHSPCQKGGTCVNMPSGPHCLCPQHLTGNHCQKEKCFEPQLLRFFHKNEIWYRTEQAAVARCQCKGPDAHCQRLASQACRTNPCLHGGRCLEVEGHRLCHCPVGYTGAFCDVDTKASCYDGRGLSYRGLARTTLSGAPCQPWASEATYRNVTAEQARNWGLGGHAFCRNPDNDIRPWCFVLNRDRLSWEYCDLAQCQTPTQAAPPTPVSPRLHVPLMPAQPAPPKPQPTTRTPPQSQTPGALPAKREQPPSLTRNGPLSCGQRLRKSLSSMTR
Target sequence (P00748 373-615 limits assumed): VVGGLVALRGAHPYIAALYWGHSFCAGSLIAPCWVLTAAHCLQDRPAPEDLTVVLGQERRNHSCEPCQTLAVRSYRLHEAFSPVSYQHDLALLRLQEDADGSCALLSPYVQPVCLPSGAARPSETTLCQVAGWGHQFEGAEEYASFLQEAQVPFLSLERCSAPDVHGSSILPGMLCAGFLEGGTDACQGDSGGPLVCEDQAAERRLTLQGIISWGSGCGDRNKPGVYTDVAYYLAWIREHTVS
The depositor's hits bear a star; i = inactive; · = no result given; [ ] = dose if it differs, or a comment. Only part of the results is shown; the hit share may differ from the screen's.

SMILES	Furin inh	PERK inhibitor	Thrombin inh	Calpain2 inh	FXIa inh	Cl transport mod	Rad51 HR inh	KLK5 inh	FXIIa inh
CS(=O)c1ccccc1COC(=O)Nc1cccc(Cl)c1 (stereo unspecified)	-5[20 µM]	1.9	-5	-27	-3	0.26	1	-45	8
CC(=O)N(C(C)=O)c1ncc2c([nH]c3ccccc32)c1C#N	-15[20 µM]	2.0	2	-202	3	-0.025	-1	3	13
CC(C)Cc1ccc(S(=O)(=O)N2CCCC2)cc1	-13[20 µM]	1.4	-3	-10	-4	-0.55	-5	-4	5
O=C(N/N=C/c1ccco1)c1cc(-c2cccs2)[nH]n1	-17	-0.7	-9	6	-11	-1.2	0	3	-1
CCOC(=O)c1cnc2c(C(=O)OCC)cnn2c1N	-25	1.5	-1	-47	-6	0.82	15	-4	4
CCOc1ccc(NC(=O)CC2NCCNC2=O)cc1 (stereo unspecified)	-14[20 µM]	1.3	-5	15	22	·	2	0	22
Clc1cccc(Cl)c1NC1=NCCC1	-14[20 µM]	1.1	-1	-38	3	0.48	-1	-3	23
CCN(CC)c1ccc(N/C(N)=N/c2nc(C(F)(F)F)cc(=O)[nH]2)cc1	-24	0.6	-10	-35	-2	0.72	2	-6	-6
COc1ccccc1NC(=O)CCC(=O)OCc1cccc([N+](=O)[O-])c1	-16	0.3	-7	-20	-10	0.25	-3	-7	7
COC(=O)c1ccc(CN2CCC(CO)(Cc3ccc(OC)cc3)CC2)cc1	-18	0.1	-10	19	-4	0.38	3	-3	5
CC(C)OC(=O)CN1C(=O)c2ccccc2C1=O	-13	0.6	-6	5	-6	0.012	-1	0	9
Cc1ccc(OCCn2cc(/C=C(\C#N)C(=O)NCC3CCCO3)c3ccccc32)cc1C (stereo unspecified)	11	0.0	-5	9	0	-0.6	0	-16	5
Cc1ccc(S(=O)(=O)N(Cc2nccn2C)C(C)C)cc1	-23	0.1	2	-12	-1	-0.31	-3	-7	2
Cc1ccc(-c2nnc(CSc3nnc(COc4cccc5ccccc45)n3-c3ccccc3)o2)cc1	3[20 µM]	-0.3	-2	-22	-12	0.18	·	7	-2
CCOC(=O)C(=Cc1ccccc1OC)C(=O)OCC	-15	0.3	-14	7	-6	-0.44	-52	2	1
CCc1c(O)nc(SCC(=O)Nc2ccccc2OC)[nH]c1=O	-16	1.6	-3	1	3	0.035	7	4	8
Cc1ccc(NC(=O)C(=O)NCCOc2ccccc2Cl)cc1	-27	1.0	-4	4	22	-0.087	1	-10	23
CSc1ccc(C(=O)C2CCCN(C(=O)c3ccsc3)C2)cc1 (stereo unspecified)	-3	0.5	-12	24	1	-2.8	9	4	7
CCOC(=O)/C(N=Nc1sc(C(=O)OCC)c(C)c1C(=O)OCC)=C(\C)O	-5	0.8	-10	-25	-2	0.015	0	-6	8
c1ccc2c(c1)ncn2CCN1CCCCC1	-13[20 µM]	0.8	-2	-15	7	-0.42	3	-9	15
CCOC(=O)C1=C(C)Nc2nc(SCC(=O)OC)nn2C1c1cc(F)cc(F)c1 (stereo unspecified)	-6[20 µM]	0.6	-4	-44	6	·	-9	-16	1
Cc1c(Cl)c([N+](=O)[O-])nn1CC(=O)N1CCCC1	-17	1.4	1	-17	19	1.2	-12	-8	10
CCOC(=O)C1CCCCN1Cc1ccc(OC)c(OC)c1 (stereo unspecified)	-22	1.9	-2	-6	0	1.2	-3	0	12
Cc1ccc(-c2nc3ncccc3o2)cc1NC(=O)Cc1ccc(Cl)cc1	-15[20 µM]	0.4	3	-21	8	·	-3	-6	13
Cc1nccn1Cc1cccc2ccccc12	-21[20 µM]	0.3	-3	-16	-2	-1.8	·	-12	5
CC1CCC2(CC1)NC(=O)N(CC(=O)NC(=O)NC1CCCC1)C2=O (stereo unspecified)	-11	-1.6	-5	3	-7	0.33	1	-25	11
O=C(CSc1nc(-c2ccco2)cc(C(F)(F)F)n1)NC1CCCCCCC1	-9[20 µM]	0.0	9	-1	10	1.5	-3	-6	22
CN(c1ccc(F)cc1)S(=O)(=O)c1ccc(Cl)c(C(=O)Nc2ccc3c(c2)CCC3)c1	-34	-0.3	-6	12	-2	-4	0	-9	0
CSc1nnc(Cn2c(=O)sc3ccccc32)n1-c1ccccc1C	-21	0.3	-9	4	-4	0.004	-11	-3	3
Cc1noc(C)c1CN(C(=S)NC1CC2CCC1C2)c1ccccc1 (stereo unspecified)	-17	1.0	-9	26	-4	-0.0096	1	-6	1
Cc1cc(C)c(S(=O)(=O)Nc2ccccc2-c2ccccc2)c(C)c1	-9	1.6	0	22	1	-0.0076	-7	-3	7
CCOP(=O)(Cc1ccc(C(C)(C)CC(C)=O)o1)OCC	-23	1.0	-6	-3	1	0.94	·	1	6
CC(NC(=O)C(=O)NN=C1CCCCCCCCCCC1)c1ccccc1 (stereo unspecified)	-17[20 µM]	1.5	3	2	0	-1.1	3	-11	18
Cc1ccc(S(=O)(=O)N2CCC(=O)N(C(CO)C(C)C)CC2)cc1 (stereo unspecified)	-7	-0.8	-2	18	16	0.83	0	-6	3
COc1ccc(C)cc1-n1c(SCC(=O)Nc2cc(C)on2)nc2sc(C)c(C)c2c1=O	-25	-1.0	-2	-238	-13	1.8	4	-15	-10
O=c1[nH]c2ccccc2nc1C(Cl)c1ccccc1 (stereo unspecified)	-8[20 µM]	0.6	0	-15	-24	0.0063	3	6	12
O=C(Nc1ccc2c(c1)OCO2)C1CC(c2ccc(Cl)cc2)=NO1 (stereo unspecified)	-6[20 µM]	0.6	-6	-32	-4	·	6	-9	8
CCCCSc1nc(C)c(CC(=O)OC)c(=O)[nH]1	-6	-0.3	-7	-8	-8	0.3	-5	10	2
COc1ccccc1CNc1ccc(N2CCOCC2)c(C(=O)O)c1	-19	0.6	0	-304	5	·	2	-25	9
Nc1nonc1C(=O)N/N=C/c1ccncc1	-26	0.5	-2	-10	2	0.09	9	-12	-1
c1csc(C(c2nnnn2C2CCCCC2)N2CCN(c3nc4ccccc4s3)CC2)c1 (stereo unspecified)	12[20 µM]	1.3	-3	-69	1	-2.4	-4	-9	8
COc1ccccc1C1C2C(=O)N(c3ccccc3)C(=O)C2ON1c1ccccc1 (stereo unspecified)	-7	0.3	-11	-19	-5	·	9	-33	9
O=C(O)COc1ccccc1-c1ccccc1	-24	1.2	-3	-9	1	·	-7	0	8
O=C(Cn1cc2c(n1)CCCC2)NC1CCCCCC1	-22	-0.1	-6	-3	5	-0.11	1	-42	20
CCOC(=O)c1ccccc1NC(=O)/C(C)=C/C(=O)O	-21	0.2	-3	-14	-14	-1.1	-8	-10	6
COc1ccc(OCCNc2cc(N3CCOCC3)ccc2[N+](=O)[O-])cc1	-8[20 µM]	0.1	0	93*	-8	-4.7*	·	-23	0
CCn1c(C)nc2cc(C(=O)N/N=C(\C)c3ccc(OC)cc3O)ccc21	10	1.5	58*	0	43*	-0.85	1	30	36
O=C1CSC(=Nc2ccccc2[N+](=O)[O-])N1	-6	0.6	1	10	0	0.68	1	4	7
CCOC(=O)c1c(NC(=O)C(=O)N/N=C(\C)c2ccc(OC)cc2)sc2c1CCCCC2	-10	1.7	3	i	24	1.1	36	-3	12
O=C(CCSc1ccccc1)NC1CCCC1	-17	0.6	-5	6	2	0.36	-2	-3	8
CCOC(=O)C1CCN(C(=O)Cn2cccc2C(=O)c2ccccc2)CC1	-15[20 µM]	-1.3	3	-29	-1	-0.94	-1	-16	22
O=C(c1ccc2ncsc2c1)N1CCN(c2ccccc2Cl)CC1	-32	-0.2	-4	-7	0	-0.44	3	4	9
COC(=O)COn1c(-n2nc(C)cc2C)nc2ccccc2c1=O	-13[20 µM]	-0.4	3	10	2	·	3	0	11
Cc1cc(N2CCCC2=O)ccc1S(=O)(=O)Nc1c(C)nn(C)c1C	-24	0.8	-8	-29	-1	1.3	-3	1	5
CN(C)c1ccc(NC(=O)Nc2ccc3snnc3c2)cc1	4	-0.4	6	-3	1	-0.37	7	-6	16
Cc1cccc([C@@H]2C[C@H]3CN(Cc4cccc(Cl)c4)C(=O)[C@]34CCCN24)n1	-31	0.8	-4	-17	1	-0.33	10	·	9
CCS(=O)(=O)c1ccc(O)c(NC(=O)COc2ccc(C)cc2)c1	6	0.3	-6	-2	-2	0.73	3	-4	2
Cc1nc(-c2ccccc2)sc1C(=O)/C=C/c1ccccc1	-6	0.0	3	-1	5	1.6	·	1	7
Fc1ccc(C2CCCCN2Cc2nc(CC3CC3)no2)cc1 (stereo unspecified)	-18	0.8	0	23	3	0.12	·	10	10
Cc1ccc(C(=O)N2CCN(C(=O)N3CCOCC3)CC2)cc1	-5[20 µM]	0.3	-3	-11	5	·	13	-8	10
(continued)
SMILES	Furin inh	PERK inhibitor	Thrombin inh	Calpain2 inh	FXIa inh	Cl transport mod	Rad51 HR inh	KLK5 inh	FXIIa inh
COC(=O)Cc1c(C)nc2nc(-c3ccc(OC)cc3)[nH]n2c1=O	-22	0.8	-5	-14	1	·	-6	10	7
CC1CCc2nn(CC(=O)NC3CCCC3)cc2C1 (stereo unspecified)	-22	-0.3	-6	-7	-6	0.77	-7	-5	5
COC(=O)c1cc(Cl)c(NC(=O)c2ccc(C(C)(C)C)cc2)cc1OC	-7[20 µM]	-0.3	2	9	11	0.23	-6	6	5
Cc1nc2sc(C#N)c(N)c2c2c1CCCC2	-14	-0.2	-3	·	-20	-2.7	2	-77	-24
Cc1cc(OCC(=O)NC(C)C)cc(C)c1Cl	-20[20 µM]	0.9	1	-8	8	-0.075	-16	-2	8
O=C(NC12CC3CC(CC(C3)C1)C2)C1CC(=O)N(c2ccccc2)C1 (stereo unspecified)	-18[20 µM]	-0.1	-2	17	11	-0.094	-3	-4	14
Cc1cc(NC(=O)CS(=O)(=O)Cc2ccccc2)no1	-27	-0.1	-3	-19	-2	-0.23	3	-3	5
CC1=C(C(=O)N2CCN(C(=O)c3ccco3)CC2)C2(CCC(C)CC2)OC1=O (stereo unspecified)	-21	0.7	0	4	-4	1.1	-4	-8	1
CCC(=O)N(c1ccc(F)cc1)C1C=CS(=O)(=O)C1 (stereo unspecified)	-12	0.4	0	-6	-1	0.093	-3	-3	6
CSc1nnc(-c2cc(Br)ccc2N=Cc2c(C)[nH]n(-c3ccccc3)c2=O)c(=O)[nH]1	-26	1.0	-9	-81	-1	-0.045	3	0	4
COc1ccc(NCC(=O)Nc2ccc(Br)cc2F)c(OC)c1	-10	-0.1	-1	-13	4	-0.12	·	2	5
Cc1cccc(Cl)c1NC(=O)N1CCCN(c2nc3ccc(Cl)cc3s2)CC1	-13	-1.1	-2	-10	4	·	14	0	10
O=C(Cn1cncn1)N/N=C/c1cccc2ccccc12	-3	-0.3	3	15	9	-0.074	·	-4	11

Profiles, quoted from the list. Screens in order: Furin inh | PERK inhibitor | Thrombin inh | Calpain2 inh | FXIa inh | Cl transport mod | Rad51 HR inh | KLK5 inh | FXIIa inh
CCC(=O)N(c1ccc(F)cc1)C1C=CS(=O)(=O)C1 (stereo unspecified) is listed with -12 | 0.4 | 0 | -6 | -1 | 0.093 | -3 | -3 | 6
O=C(Cn1cncn1)N/N=C/c1cccc2ccccc12 is listed with -3 | -0.3 | 3 | 15 | 9 | -0.074 | · | -4 | 11
COC(=O)c1cc(Cl)c(NC(=O)c2ccc(C(C)(C)C)cc2)cc1OC is listed with -7[20 µM] | -0.3 | 2 | 9 | 11 | 0.23 | -6 | 6 | 5
COc1ccc(NCC(=O)Nc2ccc(Br)cc2F)c(OC)c1 is listed with -10 | -0.1 | -1 | -13 | 4 | -0.12 | · | 2 | 5
